From PubChem
BRCA1 expr act = increases BRCA1 expression; MCF7-BRCA1-FFLuc reporter, luminescence, 48 h; response scale: scaled: vehicle 0%, 10 µM genistein 100%; Potency, µM (highest dose often 46.1 µM), inactives show at the highest dose activation, actives largely listed as activators; 380,000 compounds, 1.1% hits; AID 624202; further: potency means the concentration at half of the fitted maximal effect; nearly all actives have a fitted effect of over 80% in size; some results filed as inactive show a strong effect at the top dose
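Compounds are tested at multiple concentrations on MCF7 BRCA1-luciferase reporter cells seeded at 2000 per well; after 48 h, a single luminescence end-point is taken and curves fitted to the normalized data.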
p53 reactivator = restores transcriptional activity of mutant p53; H1299 p53-A138V BP100-luciferase reporter, luminescence, 24 h; Potency, µM (highest dose often 92.2 µM), without a hit: at the top dose activity change, positive = activation, hits mostly activators; 320,000 compounds, 0.063% hits; further: potency means the concentration at half of the fitted maximal effect; % of control where 0% means no effect; nearly all actives have a fitted effect of over 45% in size
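H1299 (p53-null), stable ts p53-A138V + BP100-Luc; 1000 cells/well, Opti-MEM/10% FBS; cpd 4 pt, 1:5; 24 h, 37 deg C, 5% CO2; detection reagent 10 min RT; luminescence.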
A-T KAP1 phos = potential ataxia-telangiectasia treatments restoring KAP-1 phosphorylation; […] A-T fibroblasts, KAP-1 phosphorylation AlphaLISA; neocarzinostatin DNA damage 30 min before lysis; Potency, µM (series often up to 57.5 µM), for inactives: at the top dose activation, hits mostly activators; 320,000 compounds, 0.19% hits; further: potency means the concentration at half of the fitted maximal effect; % of control where 0% means no effect; nearly all actives have a fitted effect of over 45% in size
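hTERT-immortalized A-T patient fibroblasts ([…]), 500 cells/well in OPTI-MEM, 1% FBS, got compounds for 60 min, then NCS for 30 min at 37C. Lysates were then assayed for phospho-KAP-1 by AlphaLISA (anti-pKAP1 donor, anti-KAP1 acceptor beads), 6 hr at 25C.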
a7 integrin act = integrin-mediated muscular dystrophy alleviation activation; alpha7betagal myoblasts, beta-gal FDG fluorescence, 48 h; Potency, µM (series often up to 38.3 µM), without a hit: at the highest dose activation, actives largely listed as activators; 350,000 compounds, 0.064% hits; AID 624291;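 further: potency means the concentration at half of the fitted maximal effect; 100% = response of the positive control SU9516; nearly all actives have a fitted effect of over 60% in size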
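alpha7betagal+/- myoblasts (passage 13, 250/well) treated 48 h at 37C with compounds at 1:260 dilution of DMSO stock. Lysed, then beta-galactosidase activity read as FDG fluorescence (ex 480/em 540) after 30 min, with pre-read for autofluorescence.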
MLL CXXC-DNA inh = blocks binding of human MLL CXXC domain to DNA; MLL-CXXC / FITC-HOXA9 DNA fluorescence polarization; AID 2662; Q03164; Potency, µM (titrated, usually from 115 µM), for inactives: at the top dose activity change, negative = inhibition, hits mostly inhibitors; 290,000 compounds, 0.037% hits; active means well fitted inhibition curve with a large enough effect in the polarisation, with a control signal flat, not every such curve was filed as active; inconclusive means small, poorly fitted or top-dose-only effect, or effect the other way, or a change in a side signal; inactive means no such curve, though single readings can be large or run the other way; the % refers to the polarisation; further: potency means the concentration at half of the fitted maximal effect
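Purified MLL-CXXC (added from a 7 uM solution) was preincubated 5 min at ambient with pinned compounds in 50 mM Tris-HCl pH 7.5, 50 mM NaCl, 1 mM DTT, 0.05% BSA. Fluorescein-labeled HOX-A9 DNA (50 nM solution) followed, 30 min, then polarization read.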
TCR activator = activators of T cell receptors | primary human leukocytes, anti-CD3, IL-2 HTRF, 48 h | Potency, µM (doses to about 9.22 µM), for inactives: at the top dose activation of IL-2 secretion, most hits filed as activators | 330,000 tested, under 10 active | AID 504894; further: % of control where 0% means no effect
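IL-2 produced over 48 hr by a-CD3 bead-stimulated primary human leukocytes exposed to compounds was detected with a homogeneous time-resolved FRET immunoassay, 665nm acceptor signal after 320nm excitation.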
B2AR arrestin = recruits beta-arrestin to the human beta2-adrenergic receptor | Potency, µM (highest dose often 46.1 µM), without a hit: at the top dose activation, usual class: activators | AID 492947 | P07550 | beta-arrestin recruitment to beta2AR, cell-based reporter | 330,000 compounds, 0.02% hits;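 further: potency means the concentration at half of the fitted maximal effect; 0% = DMSO controls and full agonism = EC100 isoproterenol or metaproterenol; nearly all actives have a fitted effect of over 65% in size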
ELG1 DNA repair = ELG1-dependent DNA repair inhibition; HEK293T ELG1-luciferase reporter, luminescence, 16 h; DNA damage induced by 5-fluorouridine; Potency, µM (top dose mostly 46.1 µM), for the others: at the highest dose activity change, negative = inhibition, most hits filed as inhibitors; 330,000 compounds, 2.3% hits; AID 504467; further: potency means the concentration at half of the fitted maximal effect; on the % scale 0 is the no-effect control and ±100 the full control effect; nearly all actives have a fitted effect of over 55% in size
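Reporter activity after DNA damage by 5-fluorouridine is monitored. Compound-treated cells incubate 16 hr at 37 °C, then ONE-Glo is added for 30 min before luminescence reading.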
TRPV1 ag = human TRPV1 agonism; TRPV1-expressing cells, Fluo-8 calcium influx, agonist mode; activation, % at 8.33 µM; 320,000 compounds, 0.19% hits; AID 540275; in the data active means activation above about 80%; inconclusive means between about 30% and that limit; further: 0% is about no effect
Target sequence (Q8NER1 whole entry, looked up): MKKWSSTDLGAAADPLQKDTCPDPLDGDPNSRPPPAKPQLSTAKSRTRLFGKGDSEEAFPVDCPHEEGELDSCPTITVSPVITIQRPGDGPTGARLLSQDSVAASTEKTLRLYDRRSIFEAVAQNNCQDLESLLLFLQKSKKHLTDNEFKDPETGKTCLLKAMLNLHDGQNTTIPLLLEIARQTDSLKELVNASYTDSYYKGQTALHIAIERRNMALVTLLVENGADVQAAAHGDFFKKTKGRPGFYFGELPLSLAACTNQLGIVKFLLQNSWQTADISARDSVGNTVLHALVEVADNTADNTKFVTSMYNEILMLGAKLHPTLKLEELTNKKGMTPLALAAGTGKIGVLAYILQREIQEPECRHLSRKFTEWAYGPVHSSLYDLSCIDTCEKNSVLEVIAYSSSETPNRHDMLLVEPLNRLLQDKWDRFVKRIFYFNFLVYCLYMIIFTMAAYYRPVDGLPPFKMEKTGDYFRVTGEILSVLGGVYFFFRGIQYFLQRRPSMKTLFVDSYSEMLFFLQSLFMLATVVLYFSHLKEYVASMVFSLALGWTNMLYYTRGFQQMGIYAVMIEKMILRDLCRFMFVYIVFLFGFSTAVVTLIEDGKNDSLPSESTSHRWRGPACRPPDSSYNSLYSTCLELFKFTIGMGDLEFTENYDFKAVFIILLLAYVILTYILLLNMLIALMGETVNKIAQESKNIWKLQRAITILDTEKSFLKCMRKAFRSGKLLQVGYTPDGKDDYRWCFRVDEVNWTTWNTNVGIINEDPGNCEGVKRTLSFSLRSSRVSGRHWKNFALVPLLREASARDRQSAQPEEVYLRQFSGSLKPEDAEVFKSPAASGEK
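Fluo-8 calcium influx in TRPV1-expressing cells, kinetic read (ex 480/em 520 nm). Compound added and read 3 min for agonist activity, followed by capsaicin at EC20 final and 2 min further read for enhancement.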
PTAP TSG101 blk = blocks PTAP/TSG101 interaction to inhibit HIV-1 budding; Q99816; Fluorescence polarization, FITC-PTAP peptide / Tsg101 binding; Potency, µM (doses to about 115 µM), inactives show top-dose activity change, negative = inhibition, actives largely listed as inhibitors; 340,000 tested, under 10 active; AID 493005; active means well fitted inhibition curve with a large enough effect in the main read-out, with a control signal flat, not every such curve was filed as active; inconclusive means small, poorly fitted or top-dose-only effect, or effect the other way, or a change in a side signal; inactive means no such curve, though single readings can be large or run the other way; further: potency means the concentration at half of the fitted maximal effect; % of control where 0% means no effect
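Steps: Tsg101 binding domain dispensed (10 uM final), compounds pinned in DMSO, FITC-labeled PTAP-motif peptide added (50 nM final); after 20 min binding at room temperature, polarization measured.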
Numbers without * were called inactive; ? = inconclusive; nt = no result given; & = joins results of further samples; [ ] = remark or other dose. Unless noted, the call rests on the fitted dose curve; in most records, active means well fitted curve in the direction sought with a large enough effect; inconclusive means small, poorly fitted or top-dose-only effect, or another doubt; inactive means no such curve, though single readings can be large; an effect the other way counts as inactive or inconclusive.

molecule | BRCA1 expr act | p53 reactivator | A-T KAP1 phos | a7 integrin act | MLL CXXC-DNA inh | TCR activator | B2AR arrestin | ELG1 DNA repair | TRPV1 ag | PTAP TSG101 blk
CC12C=CC(=O)C=C1CCC1C2CCC2(C)C(C(=O)CO)CCC12 (configuration not stated) | -41% | nt | nt | -12% | nt | 0% | nt | nt | nt | -4%
O=C(N/N=C/c1ccc([N+](=O)[O-])o1)c1cccc(S(=O)(=O)N2CCOCC2)c1 | 2% | ? | -1% | 12% | -5% | 5% | 0.0% | ? | 12 | -1%
C/C(=N/NC(=O)COc1ccc(C(C)(C)C)cc1)c1ccc(N2CCOCC2)cc1 | -7% | nt | nt | -17% | nt | -3% | nt | nt | nt | -5%
Cc1cc(C)n(CCN(C)C(=O)C2CCC(=O)N(CCc3cccc(F)c3)C2)n1 (configuration not stated) | -19% | -3% | 1% | ? | -4% | 0% | 0.4% | 16% | 0 | -4%
Cc1c(C(=O)C(=O)NCc2ccco2)c2ccccc2n1C | 17% | -1% | 0% | -19% | 0% | -3% | 0.4% | 28% | 6 | -7%
COc1ccc(/C=C(\NC(=O)c2ccco2)C(=O)N2CCCCC2)cc1 | 3% | 0% | 7% | 8% | 25% | -2% | 4.2% | -2% | 0 | -2%
COc1ccccc1NC(=O)CSc1nnnn1C1CCCCC1 | -19% | -2% | 18% | ? | 10% | -51% | 0.2% | 11% | 7 | 0%
CCCc1c(C(=O)Nc2cc(C)on2)cnn1-c1ccccc1 | -35% | -2% | 3% | -27% | 0% | -10% | -1.3% | -7% | nt | 2%
C=C(C)C1CC=C(C)/C(=N/NC(=O)COc2ccc(C)cc2)C1 (configuration not stated) | -4% | 4% | nt | 5% | 13% | 6%[46.1 µM] | -0.5% | 9% | 13 | 1%
O=C(CN1CCN(c2ccccn2)CC1)NC(=O)NC1CCCCC1 | -3% | -2% | 6% | 5% | -3% | 1% | 0.2% | -9% | 5 | -2%
Cc1cc([N+](=O)[O-])nn1CCCC(=O)Nc1ccc2c(c1)OCO2 | 7% | 5% | 22% | 6% | -5% | 6% | 0.0% | -6% | 3 | -1%
O=C(Nc1cccc(NC(=O)c2ncn[nH]2)c1)c1cccc(Cl)c1 | -17% | -6% | 3% | -10% | 2% | nt | 0.2% | -9% | 1 | -7%
Cc1nc2sc(C(c3ccco3)N3CC(C)OC(C)C3)c(O)n2n1 (configuration not stated) | 6% | 3% | nt | 35% | -7% | -5% | 0.0% | 7% | 0 | 0%
COc1ccc(CCNC(=O)COc2ccc3c(C)cc(=O)oc3c2)cc1 | 1% | -3% | 12% | -2% | nt | 1%[46.1 µM] | -0.1% | 4% | nt | -8%
Cn1c(C(=O)NCCN2CCOCC2)cc2c(=O)n3ccccc3nc21 | 15% | ? | 9% | -14% | 10% | -11% | 0.3% | 0% | 2 | 1%
c1csc(-c2cn3c(n2)SCC3)c1 | 63% | ? | 4% | 6% | 9% | -3% | 0.4% | ? | 9 | -3%
CCc1cc(Cn2nc(-c3ccccc3)cc2C(=O)O)on1 | 4% | 13% | 13% | -9% | nt | -1% | -0.7% | 27% | -4 | 0%
CCC(=O)c1ccc(OCCn2cnc3ccccc32)cc1 | 30% | -2% | -1% | 11% | -1% | -3% | -0.1% | 9% | 7 | 0%
O=C(N/N=C/c1ccc2cccnc2c1)c1ccco1 | ? | 15% | 1% | ? | 1% | 6% | -0.3% | ? | 1 | 1%
Cc1ccc(NC(C)C(=O)N/N=C/c2ccc([N+](=O)[O-])s2)cc1 (configuration not stated) | -92%[inhibitor] | -3% | 2% | -61%[inhibitor] | -5% | 4% | -0.4% | ? | 12 | -1%
CC(C)(C)c1ccc(C(=O)NCc2nnc(SCC(=O)NC3CCCCC3)o2)cc1 | -2% | -23% | 0% | -40% | -12% | 2% | 0.4% | -6% | 0 | -1%
CC(C)CC(NC(=O)C1CCC(C)CC1)C(=O)NCc1ccccn1 (configuration not stated) | 5% | -2% | nt | 10% | -2% | -18% | -0.1% | 0% | 9 | -12%
COc1cc(NC(=O)c2ccccc2[N+](=O)[O-])ccc1NC(=O)C(C)C | 27% | -8% | -4% | 17% | -2% | 2%[46.1 µM] | 0.2% | 1% | 3 | -4%
O=C(Nn1c(=O)[nH]c2ccccc2c1=O)c1ccco1 | -2% | -4% | 0% | -4% | 1% | -9% | -0.1% | 5% | -1 | -5%
NC(=O)c1ccsc1NC(=O)COC(=O)[C@@H]1CCCN1C(=O)c1cccs1 | -24% | nt | nt | 2% | nt | 5% | nt | nt | nt | -5%
CN(c1ccccc1)S(=O)(=O)c1cccc(C(=O)NCCc2ccc(O)c(O)c2)c1 | -13% | -3% | -13% | -10% | -3% | -2% | 0.1% | ? | ? | 2%
Cn1c(=O)c2c(nc3n2CC(COc2ccccc2)O3)n(C)c1=O (configuration not stated) | -2% | 5% | 3% | 0% | -5% | nt | 0.0% | ? | 2 | 3%
CCOC(=O)c1c(CN2CCCCC2)oc2ccc(OC)cc12 | -20%&-23% | 0%&5% | -5%&6% | -14%&-29% | -26%&-1% | -4%&9% | 0.1%&-1.4% | -3%&-7% | 10&22 | -4%&0%
Cc1cc(C)c2cc3c(N)c(C(=O)N4CCOCC4)sc3nc2c1 | -38% | -3% | 1% | 14% | 2% | -3% | 0.2% | 5% | 1 | 0%
COc1ccc(-c2cc(=O)oc3c(C)c(OCC(=O)NCC4CCC(C(=O)O)CC4)ccc23)cc1 (configuration not stated) | 22% | nt | -3% | 9% | 9% | 9% | 0.2% | ? | 0 | -5%
O=c1nc2n(c3ncccc13)CCCCC2 | -9% | -2% | -1% | 13% | -1% | 2% | 0.1% | -3% | 1 | 0%
COC(=O)c1cc(NC(=O)c2ccc([N+](=O)[O-])cc2)c(=O)oc1C | -24% | 3% | 5% | 0% | 2% | 6% | 0.0% | -5% | 2 | -5%
COC(=O)Cc1cc(=O)[nH]c(/N=C(\N)Nc2ccc(C)cc2C)n1 | -17% | -3% | 18% | -23% | -9% | 6% | -0.3% | -5% | 1 | -2%
Cc1cc(C(=O)CN2C(=O)NC(CC(C)C)C2=O)c(C)n1C1CC1 (configuration not stated) | ? | 5% | -3% | 6% | nt | 1% | 0.0% | ? | nt | -2%
O=C(CNC(=O)c1ccccc1F)N/N=C/c1cccnc1 | 36% | 20% | -9% | 14% | 0% | -4% | 0.1% | ? | 2 | -11%
O=S(=O)(Nc1ccc(Oc2ncccn2)c(Cl)c1)c1ccc(Cl)cc1 | -15% | -5% | 5% | 25% | -4% | -2% | 0.4% | -10% | 1 | -3%
O=C(NN=C1CCN(Cc2ccccc2)CC1)c1cc(Br)ccc1O | -4% | 16% | 3% | -3% | -9% | -3% | -0.3% | 3% | -8 | -1%
O=C(CCCC(=O)OCC(=O)c1cccs1)Nc1ccc(Oc2ccccc2)cc1 | 1% | -5% | 18% | 11% | -7% | 2% | 4.6% | 0% | 2 | -17%
COc1ccc(NC(=O)CSc2ccc(-c3cccnc3)nn2)c(OC)c1 | 21% | -15% | 7% | 12% | ? | 8% | 0.8% | ? | 0 | -1%
COc1ccc2c(c1)CCc1c(C(=O)NCc3ccc(Cl)cc3)noc1-2 | 0% | 0% | nt | -15% | -1% | -1% | -0.6% | ? | -5 | -12%
Cc1ccc(C(=O)NC(c2ccccc2)C(Cl)Cl)cc1 (configuration not stated) | -9% | ? | 3% | -7% | 3% | -1%[46.1 µM] | -0.6% | 5% | ? | 0%
CC1(c2ccc3ccccc3c2)NC(=O)N(CC(=O)Nc2ncccc2O)C1=O (configuration not stated) | -12% | -3% | 4% | -22% | nt | 7% | -0.1% | 10% | 1 | 0%
O=[N+]([O-])c1ccc(-c2ncc(-c3ccc(Br)cc3)o2)cc1 | 0% | 0% | 3% | 4% | 17% | 6% | -0.7% | ? | 4 | 1%
C=CCOc1ccc(C(=O)O)cc1Cl | 10% | 5% | -3% | 12% | 1% | -3% | -1.2% | -6% | -2 | -8%
Cc1ccc(Nc2cc(C)c(O)c(C)c2)cc1 | 9% | -4% | 10% | -24% | 14% | -4% | -0.9% | ? | 1 | 0%
CCN(CC)CCCNC(=O)c1cc(Nc2ccc(OC)cc2)nc2ccccc12 | -27% | -8% | 20% | -67%[inhibitor] | ? | 10% | 0.5% | -1% | 3 | -3%
COc1ccc(S(=O)(=O)N2CCN(c3ccccc3OC)CC2)cc1OC | -11% | -1% | -20% | -14% | -2% | 0% | 0.0% | 4% | -1 | -3%
O=C(Cc1ccc(Cl)cc1Cl)Nc1ccc(OC(F)F)c(Cl)c1 | -29% | -7% | 12% | -4% | -2% | -2%[46.1 µM] | -0.5% | -2% | 6 | 0%
CCCCc1nnc(NC(=O)Cc2ccc(S(=O)(=O)N3CCOCC3)s2)s1 | 2% | 0% | -10% | ? | nt | nt | -0.1% | 15% | 9 | -3%

Not a hit list (roughly 3.8% active in at least one column).
